KCNQ2 block: KCNQ2 potassium channel inhibitors, primary screen, cell-based, CHO-K1, FluxOR thallium flux, B-score (AID 2156); 20 min; hits give low values; 1.1% of 310,000 active; O88943; B-score at 10 µM;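 active = fluorescence ratio B-score at most minus 3 library SDs, with starting brightness B-score within 2 library SDs, cut at about -5.5 in these data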
STK33 kinase inh: human STK33 kinase inhibition | purified STK33, MBP phosphorylation, ADP-Glo luminescence | 0.073% of 320,000 active | Q9BYT3 | inhibition, % at 10 µM | AID 2661;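 active = inhibition at or above 25%, using the most active replicate where run in duplicate; inactive = inhibition below 25%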
Target sequence (Q9BYT3 whole entry, looked up): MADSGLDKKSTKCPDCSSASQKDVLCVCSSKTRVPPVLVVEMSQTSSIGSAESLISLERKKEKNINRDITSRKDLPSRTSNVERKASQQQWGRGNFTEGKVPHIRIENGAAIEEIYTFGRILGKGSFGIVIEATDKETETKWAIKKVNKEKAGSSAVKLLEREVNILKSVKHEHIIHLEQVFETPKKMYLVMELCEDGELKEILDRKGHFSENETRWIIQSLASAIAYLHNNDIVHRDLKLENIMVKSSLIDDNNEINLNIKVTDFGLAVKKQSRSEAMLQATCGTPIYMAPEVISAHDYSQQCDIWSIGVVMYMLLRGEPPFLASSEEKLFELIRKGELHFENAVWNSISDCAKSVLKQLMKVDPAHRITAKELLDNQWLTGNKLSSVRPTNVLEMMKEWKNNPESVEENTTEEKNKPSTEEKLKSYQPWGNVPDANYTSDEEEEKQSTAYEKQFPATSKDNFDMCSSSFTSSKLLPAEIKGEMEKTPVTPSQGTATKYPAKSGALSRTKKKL
OX1R FRET antag: antagonists of human orexin 1 receptor (OX1R); OX1R-expressing cells, FRET antagonist read-out; AID 485270; 1.8% of 330,000 active; inhibition, % at 6.6 µM; O43613; in the data active = inhibition mostly above about 38%, no sharp cut-off; inactive = mostly below about 40%;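 note: 0% = agonist challenge alone and 100% = reference antagonist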
Target sequence (O43613 whole entry, looked up): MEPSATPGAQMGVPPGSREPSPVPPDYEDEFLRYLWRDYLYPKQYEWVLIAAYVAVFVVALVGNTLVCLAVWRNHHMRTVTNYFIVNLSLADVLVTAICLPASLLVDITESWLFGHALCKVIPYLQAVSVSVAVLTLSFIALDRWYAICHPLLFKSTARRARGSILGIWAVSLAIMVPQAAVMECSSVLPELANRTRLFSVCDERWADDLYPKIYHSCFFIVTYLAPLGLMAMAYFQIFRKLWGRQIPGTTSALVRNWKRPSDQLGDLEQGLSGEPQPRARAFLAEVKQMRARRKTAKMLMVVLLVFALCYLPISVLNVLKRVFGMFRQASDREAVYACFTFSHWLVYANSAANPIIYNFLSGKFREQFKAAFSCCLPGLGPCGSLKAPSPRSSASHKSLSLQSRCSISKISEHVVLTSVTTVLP
Numbers without * were called inactive; i = inactive; / = not tested or not shown; & = joins results of further samples.

SMILES	KCNQ2 block	STK33 kinase inh	OX1R FRET antag
Cc1nc(SCCCSc2n[nH]c(C)n2)n[nH]1	i	-0.9	13
O=C1CN=C(Nc2ccccc2Cl)N1Cc1ccc2c(c1)OCO2	i	-2.9	14
CCN1C(=O)N(CC)C2NC(=S)NC21 (stereo not given)	i	-1.9	-2
Cc1cc(C(=O)C(C)OC(=O)c2cnccn2)c(C)n1-c1ccccc1 (stereo not given)	i	-1.6	21
CSCCC(NC(=O)/C(=C\c1ccc(Cl)cc1)NC(=O)c1ccccc1)C(=O)O (stereo not given)	i	-0.6	24
O=C(Nc1cccc(S(=O)(=O)N2CCCCC2)c1)C1CCC1	i	0.2	6
CC(=O)N(Cc1ccc(F)cc1)Cc1nc2ccccc2c(=O)[nH]1	i	0.2	11
CC1(C)Cc2c(sc3c2c(=N)n(Cc2ccco2)c(=O)n3CC(=O)Nc2cccc(Cl)c2)CO1	i	-1.6	30
CCn1ccc(C(=O)NCCCN2CCCC2=O)n1	i	-0.3	21
CS(=O)(=O)N1N=C(c2cccs2)CC1c1ccccc1F (stereo not given)	i	-0.5	38
O=C(NC1CCC(C(=O)O)CC1)OCc1ccccc1 (stereo not given)	i	-0.6&-0.5	18&9
CCOc1ccc(S(=O)(=O)NCCCN2CCCC2=O)cc1	i	-2.4	11
COc1ccc(C(=O)NCCc2ccccc2)cc1OC	i	-0.6	15
COc1ccc(CNC(=O)CCCc2ccccc2)cc1	i	-1.6	17
COc1ccc(/C=N/NC(=O)c2nn(-c3ccccc3)c(=O)c3c(N)scc23)cc1	i	1.0	70*
Cc1cccc(C)c1NC(=S)N1CCCN(Cc2ccc(F)cc2)C1	i	-0.6	23
COc1cccc(N/N=C(\C#N)S(=O)(=O)C(C)(C)C)c1	i	-0.1	14
COc1ccccc1N1CC(C(=O)Nc2ccc(N3CCOCC3)cc2)CC1=O (stereo not given)	/	-1.1	-2
CN(C(=O)Cn1nnc2ccccc2c1=O)C1CCCCC1	i	0.0	24
COCCn1c(SCC(=O)NC2CCCC2)nnc1-c1ccco1	i	-1.8	21
O=[N+]([O-])c1cccc(-n2nncc2-c2ccccc2)c1	i	0.8	28
O=C(Nc1cnn(Cc2ccc(F)cc2)c1)c1cc(-c2cccs2)on1	i	-0.7	9
CCC(NC(=S)NCc1ccccc1)C(=O)O (stereo not given)	i	-2.1	4
CCOc1c2ccc(C(=O)NCc3ccc4c(c3)OCO4)cc2nn1C	i	-0.8	27
COc1ccc(Br)cc1S(=O)(=O)n1ccnc1C	i	1.0	-2

Rewritten in markdown: five of the compounds above.
| canonical_smiles | KCNQ2 block | STK33 kinase inh | OX1R FRET antag |
| --- | --- | --- | --- |
| CSCCC(NC(=O)/C(=C\c1ccc(Cl)cc1)NC(=O)c1ccccc1)C(=O)O (stereo not given) | i | -0.6 | 24 |
| Cc1nc(SCCCSc2n[nH]c(C)n2)n[nH]1 | i | -0.9 | 13 |
| CCOc1c2ccc(C(=O)NCc3ccc4c(c3)OCO4)cc2nn1C | i | -0.8 | 27 |
| COc1ccc(C(=O)NCCc2ccccc2)cc1OC | i | -0.6 | 15 |
| CCn1ccc(C(=O)NCCCN2CCCC2=O)n1 | i | -0.3 | 21 |

Additional records.
SMILES	KCNQ2 block	STK33 kinase inh	OX1R FRET antag
Cc1n[nH]c(C)c1S(=O)(=O)N1CCCC(C(=O)NC2CCCc3ccccc32)C1 (stereo not given)	i	0.4	14
CCN(CC)C(=O)Cn1cnc2sc(C(=O)Nc3cc(OC)c(OC)c(OC)c3)c(C)c2c1=O	i	-1.1	16
Nc1cn(C2OC(CO)C(O)C2O)c(=O)[nH]c1=O (stereo not given)	i	-1.2	/
Cc1ccc(-c2nnc(SCC(=O)N/N=C/c3ccccc3C(=O)O)n2C2CCCCC2)cc1	i	-1.3	11
CCC(C)Cn1c(C(C)C)nc2ccccc21 (stereo not given)	i	-2.3	20
CCOC(=O)c1cn[nH]c1NC(=S)Nc1ccc(OC)cc1	i	-1.3	12
C=CCn1c(SCC(=O)Nc2ccccc2)nnc1-c1cccc(S(=O)(=O)N2CCOCC2)c1	i	-1.6	13
Cn1c(SCC(=O)Nc2cccnc2)nnc1-c1ccccc1F	i	-1.0	9
O=C(CN1CC(=O)Oc2ccccc21)OCC(=O)c1ccc(F)cc1	i	/	8
O=C(CSc1ccc2nnc(-c3ccccn3)n2n1)Nc1ccc(F)cc1F	i	-0.4	21
CC(CCc1ccco1)N(C)S(=O)(=O)c1csc(C(N)=O)c1 (stereo not given)	i	0.4	12
O=C(NC1CCCCC1)N(C1=NCCCCC1)c1ccc(Br)cc1	i	-1.0	17
CC1CCC(NC(=O)c2nn(C)c3c2CS(=O)(=O)c2ccccc2-3)CC1 (stereo not given)	i	-1.3	13
CC(O)C(O)C(O)C(O)/C=N/NC(=O)c1ccccc1 (stereo not given)	i	-0.3	12
COc1ccc(NC(=S)NCCCN2CCCC2)cc1Cl	i	2.0	6
O=C(NC1CC(=O)N(c2ccccc2)C1)C(=O)c1c[nH]c2ccccc12 (stereo not given)	i	-1.0	25
COc1ccc(C2CC(C(F)(F)F)n3nc(C(=O)O)cc3N2)cc1 (stereo not given)	i	-1.5	11
C=CCOc1ccc(/C=N/N2C(=O)C(CC(=O)Nc3ccc(F)cc3F)SC2=NC)cc1 (stereo not given)	i	-1.6	0
CS(=O)(=O)N(Cc1ccc(Cl)cc1)c1ccc(C(=O)NCCSc2ccccn2)cc1	i	/	12
O=C(CNC(=O)Cc1ccc(Cl)cc1)NCC(=O)N1CCCCC1	i	1.4	16
COc1ccc(Cl)cc1NC(=O)c1sc2nc(C)nc(N3CCOCC3)c2c1C	i	0.2	12
CCOc1ccc(C(=O)NCC(=O)OCc2ccc(F)cc2Cl)cc1	i	-1.9	18
NC(=O)CSc1nc2cccnc2n1-c1ccc(F)cc1	i	-0.5	/
CCCCc1cc2c(s1)CCCC/C2=N/O	i	0.0	21
COc1cccc(CNC(=O)C(C(=O)NCc2cccc(OC)c2)c2ncc(C(F)(F)F)cc2Cl)c1	i	1.1	5

In another format: entries from further up.
Cc1n[nH]c(C)c1S(=O)(=O)N1CCCC(C(=O)NC2CCCc3ccccc32)C1 (stereo not given)
  KCNQ2 block: i
  STK33 kinase inh: 0.4
  OX1R FRET antag: 14
CCN(CC)C(=O)Cn1cnc2sc(C(=O)Nc3cc(OC)c(OC)c(OC)c3)c(C)c2c1=O
  KCNQ2 block: i
  STK33 kinase inh: -1.1
  OX1R FRET antag: 16
Nc1cn(C2OC(CO)C(O)C2O)c(=O)[nH]c1=O (stereo not given)
  KCNQ2 block: i
  STK33 kinase inh: -1.2
  OX1R FRET antag: /

The list goes on.
SMILES	KCNQ2 block	STK33 kinase inh	OX1R FRET antag
Cc1ccc(OCCOC(=O)CN2C(=O)NC3(CCCC3)C2=O)cc1	i	0.6	17
COC(=O)c1c(NC(=O)CN2C(=O)NC3(CCCCC3C)C2=O)sc2c1CCC2 (stereo not given)	/	-1.9	14
CCN(CC)C(=O)C(C)N(C#N)c1nc(Cl)nc(N(C)C)n1 (stereo not given)	i	-0.7	11
Cc1cccc(N2CCN(C(=O)N3CCCCC3)CC2)c1C	i	-0.5	1
CCNC(=S)/N=C(/Nc1ccc(OC)cc1)Nc1nc(C)cc(C)n1	i	-0.2	9
CCOC(=O)c1c(C)[nH]c(C(=O)OCc2c(C)noc2C)c1C	i	-0.2	20
CCN(C(=O)N(CC)c1ccccc1)c1ccccc1	/	-0.4	14
CC(C)(C)NC(=O)CSc1nc(-c2ccccc2)cc(=O)[nH]1	i	0.8	30
CNC(=S)NCCCc1ccccc1	i	-0.1	2
O=C(/C=C/N1CCOCC1)c1cc2ccccc2o1	i	-1.3	20
FC(F)(F)c1cccc(Cc2noc(CN3CCC(c4ccncc4)CC3)n2)c1	i	-0.9	21
O=C(CC(=O)N/N=C/c1ccccc1O)NCc1cccnc1	i	-0.3	19
c1cncc(Oc2cccc(Oc3cccnc3)c2)c1	/	2.0	41
O=C(/C=C/c1ccc2c(c1)OCO2)Nc1c(C(=O)O)[nH]c2ccccc12	i	0.4	23
Cc1ccc(C(=O)N/C(=C/c2ccc(-c3cccc([N+](=O)[O-])c3)o2)C(=O)NC(C)(C)C)cc1	i	-0.2	85*
O=C(Nc1cccc(C(F)(F)F)c1)Oc1ccccc1N1CCOCC1	i	-0.4	10
CCc1nc(NCCO)c(C#N)c2c1CCCC2	i	0.8	21
CCOC(=O)CNc1nc(-c2ccncc2)nc2ccccc12	/	-0.1	19
COc1cccc(-n2c(C)c(C(C)=O)c(C(C)=O)c2C)c1	i	-1.0	15
CCn1cc(C(=O)O)c(=O)c2cc(F)c(N3CCN(C(=S)NC(=O)c4c(OC)cccc4OC)CC3)cc21	i	-0.9	17
Cc1cccc(-c2noc(CCCC(=O)Nc3ccc(C(N)=O)cc3)n2)c1	i	-1.3	8
CC(C)(C)c1ccc(/C=C(\c2nc3ccccc3[nH]2)S(=O)(=O)c2ccccc2)cc1	i	-1.2	21
CCN1/C(=C/C(C)=C/c2sc3ccccc3[n+]2CC)Sc2ccccc21	i	19	63*
Cc1ccccc1S(=O)Cc1ccc(C(=O)NC2CCN(Cc3ccccc3)CC2)o1 (stereo not given)	i	-1.9	4
CCOC(=O)c1[nH]c2ccc(Br)cc2c1NC(=O)CCN1CCOCC1	i	-0.8	12

More results.
SMILES	KCNQ2 block	STK33 kinase inh	OX1R FRET antag
CCN(c1ccccc1)S(=O)(=O)c1cc(CN2C(=O)c3cccnc3C2=O)ccc1OC	i	-1.1	11
Cc1c(C(=O)c2ccccc2C(=O)O)sc2ccccc12	i	-2.0	-1
CCC(=O)Nc1ccc2c(c1)nc(CCN1CCC(C)CC1)n2C	i	-3.2	8
CC1C(=O)Nc2ccccc2N1C(=O)C1CC1 (stereo not given)	i	-0.1	4
COC(=O)c1cc(Cl)c(NC(=O)/C=C/c2ccc(OC)cc2)cc1OC	i	-0.4	7
Cc1noc(C)c1NC(=O)Nc1ccc2c(c1)C(=O)N([C@H](C)CO)C[C@H](C)[C@@H](CN(C)S(=O)(=O)c1cccs1)O2	/	-0.6	5
CCOc1ccccc1NC(=O)COC(=O)c1cc(C(=O)OC)cc([N+](=O)[O-])c1	i	-0.4	10
CC1=C(C(=O)OCc2ccccc2)C(c2cccc3ccccc23)NC(=O)N1CCCC(=O)O (stereo not given)	/	3.5	17
Cc1snc(S(=O)(=O)/C(C#N)=N/Nc2cccc(C(F)(F)F)c2)c1C#N	i	3.1	18
COc1cc(NC(=O)Cc2ccccc2)ccc1NC(=O)c1ccco1	i	0.5	7
Cc1nn(Cc2ccc(F)cc2)c(Cl)c1/C=N/NC(=O)c1cccnc1	i	-0.9	9
CC(C)C(=O)Nc1cccc(NC(=O)c2cccc(Br)c2)c1	i	-0.4	38
COc1ccc(-c2cc(C(=O)N3CCN(S(=O)(=O)c4ccc(C)cc4)CC3)[nH]n2)cc1	i	-0.7	15
Nc1nnc(Cc2ccc(Cl)cc2)s1	i	0.3	-6
Cc1cc(OCCCN2CCCC2)ccc1Cl	i	-1.7	8
Cc1ccc(OCCOC(=O)c2sc(=S)n(C)c2C)cc1	i	-0.7	26
O=C(Oc1ccc2c3c(c(=O)oc2c1)CCC3)c1ccco1	i	0.3	17
Cc1ccc(/C(N)=N/OC(=O)c2ccco2)cc1	i	-0.1	2
Cc1cc(C(F)F)n2ncc(C(=O)O)c2n1	i	0.1	9
O=C(NN=Cc1ccccc1OC(F)F)c1cccc(S(=O)(=O)N2CCCC2)c1	/	-1.5	11
COc1ccc(/C(N)=N/OC(=O)Cc2ccccc2[N+](=O)[O-])cc1	i	-1.2	6
COCCCNC(=O)[C@H](Cc1c[nH]c2ccccc12)NC(=O)OCc1ccccc1	i	-5.0	0
N=c1c(S(=O)(=O)c2ccccc2)cc2c(=O)n3ccccc3nc2n1CC1CCCO1 (stereo not given)	/	-0.6	27
O=C(O)CSc1nnc(COc2ccc([N+](=O)[O-])cc2)n1-c1ccccc1	i	-1.2	13
COc1cc(NC(=O)c2cccc(C)c2)ccc1NC(=O)c1cc2ccccc2o1	i	0.2	-7

Following part.
SMILES	KCNQ2 block	STK33 kinase inh	OX1R FRET antag
CCn1c(SCC(=O)NC(=O)NC(C)(C)C)nc2ccccc21	i	1.6	18
O=S1(=O)CCC(NS(=O)(=O)c2cccc3cccnc23)C1 (stereo not given)	i	0.2	2
COC(=O)c1ccccc1NC(=S)N1CCN(c2ccc(OC)cc2)CC1	i	0.2	13
CSCc1ccc(C(=O)Nc2cccc(C)c2C)cc1	i	-1.4	16
CCOCCCNC(=O)c1ccc(NC(=O)C2=CSCCO2)cc1	i	-1.0	12
Cc1ccc(C(c2sc3nc(C)nn3c2O)N2CC(C)OC(C)C2)cc1 (stereo not given)	i	-0.4	21
O=C(Nc1nnc(C2=COCCO2)o1)C1CCCCC1	i	0.0	12
CCCCNC(=S)Nc1ccc(C(F)(F)F)cc1	i	5.7	65
O=C(CCN1C(=O)c2ccccc2S1(=O)=O)Nc1ccc(F)c(F)c1F	i	-0.5	8
CC(=O)c1nnn(-c2nc(N)nc(N(c3ccccc3)c3ccccc3)n2)c1C	i	-0.5	17
COc1ccc(-c2cc(=O)c3c(OC)c(OC)c(OC)c(OC)c3o2)cc1OC	i	4.0	15
COc1ccc(CCNC(=O)COC(=O)c2cncc(Br)c2)cc1OC	/	-3.1	6
O=C(NCc1cccc(Br)c1)c1cc(-c2ccccc2)nn1CC1CC(c2cccc([N+](=O)[O-])c2)=NO1 (stereo not given)	i	0.1	23
O=C(NCCOC(=O)c1ccc([N+](=O)[O-])cc1)c1cccnc1	i	1.1	69*
Cc1ccc(C(=O)CC(c2cccs2)S(=O)(=O)c2ccc(C)cc2)cc1 (stereo not given)	i	-3.0	15

Screens as filed in PubChem BioAssay.
